Screens from PubChem BioAssay.
ERAP1 inh: ERAP1 (human) enzyme inhibition. actives 0.15% (n = 340,000). inhibition, % at 10.7 µM. recombinant ERAP1, Leu-AMC fluorescence, 60 min;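 active = mean replicate inhibition of at least 30%, or all replicates individually reaching that 30% level; inactive = mean below 30% and not every replicate reaching it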;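 note: 0% = neutral control wells and 100% = L-leucinethiol positive control wells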
E-selectin induc: E-selectin induction on HUVECs. P16581. actives 0.37% (n = 260,000). AID 686992. activation, % at 7.58 µM. HUVEC E-selectin immunofluorescence imaging; normalized: neutral wells 0, TNF-alpha wells 100;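 active = mean E-selectin-positive cell signal at least 10% of the positive control, reached in at least 60% of replicates, without over 20% cell loss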;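 note: in these data hits start at about 27%; measured in HUVEC primary endothelial cells; signal is the percent of cells scored E-selectin positive by PE staining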
Target sequence (P16581 whole entry, looked up): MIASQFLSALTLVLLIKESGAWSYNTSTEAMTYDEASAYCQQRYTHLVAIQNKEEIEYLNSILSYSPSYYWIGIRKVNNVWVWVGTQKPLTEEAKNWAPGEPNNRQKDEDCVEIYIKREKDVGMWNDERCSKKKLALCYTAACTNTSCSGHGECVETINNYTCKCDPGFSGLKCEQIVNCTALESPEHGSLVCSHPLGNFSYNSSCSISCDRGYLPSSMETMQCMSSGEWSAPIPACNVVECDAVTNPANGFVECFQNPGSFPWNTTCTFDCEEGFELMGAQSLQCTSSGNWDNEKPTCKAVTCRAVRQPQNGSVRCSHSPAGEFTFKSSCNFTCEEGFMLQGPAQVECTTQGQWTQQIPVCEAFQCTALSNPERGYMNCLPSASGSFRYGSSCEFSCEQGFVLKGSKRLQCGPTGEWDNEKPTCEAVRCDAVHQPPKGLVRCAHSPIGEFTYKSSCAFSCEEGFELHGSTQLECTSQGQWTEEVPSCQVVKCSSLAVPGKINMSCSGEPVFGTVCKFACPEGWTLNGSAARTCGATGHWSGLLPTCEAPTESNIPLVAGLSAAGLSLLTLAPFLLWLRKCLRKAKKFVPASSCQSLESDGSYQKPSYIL
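Read-out: % PE-positive cells | Test system: HUVEC | Doses: One compound dose added by pin transfer | Buffer or medium: EGM-2 over gelatin coat | Signal: Immunofluorescence imaging | Benchmarks: TNF-alpha, DMSO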
Cneo AK release: Cryptococcus neoformans lysis via adenylate kinase release; C. neoformans lysis, adenylate kinase release luminescence, 4 h; normalised: neutral wells 0, clomiphene wells 100; lysis activity, % at 15 µM; actives 0.2% (n = 360,000);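 active = mean lysis activity across replicates of at least 80%, whatever share of replicates individually reach that level; inactive = mean lysis activity below 80%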
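Material – Cryptococcus neoformans yeast cells · Quantity – 5 × 10^6 yeast cells/mL · Buffer or medium – YPD medium · Compound – single dose · Timing – 4 h static compound exposure, 37 °C, read 1 h post-reagent · Signal – adenylate kinase release luminescence · Read-out basis – lysis from increased AK signal · Benchmarks – Clomiphene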
PGC1a acetyl inh: PGC1a acetylation modulation, inhibitor mode; actives 0.17% (n = 350,000); AID 651687; U2OS PGC1a acetylation, AlphaScreen anti-acetyl-lysine; with virally co-expressed GCN5 acetyltransferase; inhibition, % at 15.6 µM;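 active = every replicate shows inhibition of at least 40%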;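 note: 0% = neutral control wells and 100% = positive control wells; some results beyond the cut were filed as inactive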
PglD inh: blocks C. jejuni PglD acetyltransferase activity; inhibition, % at 12.5 µM; purified PglD enzyme, DTNB colorimetric CoA detection; actives 0.098% (n = 360,000); in the data active = inhibition above about 16%, passing the limit was not always enough; note: strong numbers were not always called active
RAD54 inh: blocks human RAD54 Holliday junction branch migration | AID 602329 | actives 0.14% (n = 360,000) | inhibition, % at 10.4 µM | Q92698 | FAM/BHQ fluorescence;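 active = mean normalized replicate activity at least 40 and at least half of replicates scoring 40 or more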;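 note: 0% = median of neutral control wells and 100% = median of positive control wells; inhibitors cause a drop in the FAM fluorescence signal; in these data hits start at about 50%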
miR122 inh: blocks miR-122 activity in Huh7 sensor cells; Huh7 miR-122 Renilla luciferase sensor, 48 h; neutral wells = 0, positive control = 100; activation (reporter increase), % at 12.5 µM; actives 0.3% (n = 340,000);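 active = mean replicate activation score at least 90 and every replicate individually at or above 90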;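 note: higher luciferase means less miR-122 activity so hits act as miR-122 inhibitors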
RAD52 inh: RAD52 (human) annealing inhibition. P43351. recombinant RAD52 DNA annealing, FRET fluorescence. inhibition, % at 18.7 µM. actives 0.46% (n = 360,000);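 active = every replicate showing at least 50% inhibition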
Target sequence (P43351 whole entry, looked up): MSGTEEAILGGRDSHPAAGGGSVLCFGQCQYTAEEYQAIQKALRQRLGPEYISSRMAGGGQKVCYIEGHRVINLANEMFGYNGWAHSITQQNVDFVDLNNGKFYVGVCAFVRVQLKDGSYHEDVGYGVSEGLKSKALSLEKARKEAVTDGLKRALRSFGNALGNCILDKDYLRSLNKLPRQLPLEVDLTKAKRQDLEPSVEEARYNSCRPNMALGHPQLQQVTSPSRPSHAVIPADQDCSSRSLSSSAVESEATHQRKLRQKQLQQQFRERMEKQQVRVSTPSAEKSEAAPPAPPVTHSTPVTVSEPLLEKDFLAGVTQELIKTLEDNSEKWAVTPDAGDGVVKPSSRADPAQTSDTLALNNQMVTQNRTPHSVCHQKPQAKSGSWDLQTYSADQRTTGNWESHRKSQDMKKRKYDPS
* = called active by the depositor; . = not tested or not shown; [ ] = dose if it differs, or a comment.

SMILES	ERAP1 inh	E-selectin induc	Cneo AK release	PGC1a acetyl inh	PglD inh	RAD54 inh	miR122 inh	RAD52 inh
CN(C)CCCNc1oc(-c2ccccc2Cl)nc1S(=O)(=O)c1ccc(F)cc1	-7	0.3	11	.	-4	-5	1	5
Nn1c(Cc2cccc3ccccc23)nnc1SCc1c(F)cccc1Cl	.	0.2	4	.	-2	-4	.	.
CO[C@@H]1CN(C)C(=O)c2cc(NC(=O)Nc3cccc(F)c3)ccc2OC[C@@H](C)N(C(=O)Nc2c(C)noc2C)C[C@H]1C	-2	0.3	2	7	2	-2	.	-14
CCc1ccc(C(=O)Nc2ccc(C)c(NS(C)(=O)=O)c2)cc1	0	.	-1	15	6	-22	-2	-18
CCOC(=O)N1CCN(C(=O)COC(=O)c2oc3ccc(OC)cc3c2C)CC1	3	.	-1	2	0	9	5	-9
O=c1cc(-c2cccc([N+](=O)[O-])c2)[nH][nH]1	.	.	0	18	-5	-3	-6	.
CCOC(=O)N(C)c1c(CC)nc2c(OCCC3CCCCC3)cccn12	1	0.1	6	4	2	-1	-6	-9
O=NN(CCCl)C(=O)NCCCl	-3	-0.3	0	11	-2	5	-6	-5
CCc1ccc(C(=O)Nc2ccc3nc(C)ccc3c2)cc1	-3	0.0	3	-1	0	-3	1	-4
COc1ccc(NC(=O)Nc2ccc3c(c2)C(=O)N([C@@H](C)CO)C[C@H](C)[C@H](CN(C)S(=O)(=O)c2ccc(F)cc2)O3)cc1	.	-14	-3	-9	0	9	1[16.7 µM]	.
CC(=O)N1[C@H](CO)[C@@H](c2ccccc2)C12CN(C(=O)c1ccc3c(c1)OCO3)C2	-4	-0.2	.	3	.	.	.	4
CCC(=O)Nc1ccc2c(c1)C(=O)N(C)[C@H]1CC[C@H](CC(=O)N[C@H](C)c3ccccc3)O[C@H]1CO2	-2	0.0	14	-2	0	3	19[16.7 µM]	0
COc1cc(CNn2nnnc2N)ccc1OCc1c(Cl)cccc1Cl	.	.	0	-13	2	7	-17	.
Cc1noc(C)c1C(=O)Nc1cccc(S(=O)(=O)N2CCOCC2)c1	-2	.	0	-1	-2	-2	-3	4
CN(Cc1cnccn1)Cc1ccccc1OCC(O)CN1CCc2ccccc2C1 (stereo not given)	-4	.	1	10	-1	-1	0	-1
CC(C)NC(=O)N(C)C[C@H]1Oc2c(NC(=O)c3cnccn3)cccc2C(=O)N([C@@H](C)CO)C[C@@H]1C	0	-11	0	0	-4	-2	-4[16.7 µM]	-3
CCOCCn1c(COc2ccccc2)nc2ccccc21	.	.	-1	-5	-6	-4	1	.
Cc1ccc(NC(=S)NC(=O)CC2CC(C)(C)OC2=O)cc1 (stereo not given)	2	.	-1	-4	0	0	1	-5
CCCOc1ccc(N2C(=O)CC(N3CCOCC3)C2=O)cc1 (stereo not given)	.	.	-1	.	-2	5	-1	.
Cc1noc(C)c1S(=O)(=O)Nc1cccc2c1O[C@@H](CN(C)C(=O)Nc1ccc3c(c1)OCO3)[C@@H](C)CN([C@H](C)CO)C2=O	4	-0.1	0	-1	0	-8	-5[16.7 µM]	-10

Grouped by structure, those above containing an aryl methoxy group.
SMILES	ERAP1 inh	E-selectin induc	Cneo AK release	PGC1a acetyl inh	PglD inh	RAD54 inh	miR122 inh	RAD52 inh
CCOC(=O)N1CCN(C(=O)COC(=O)c2oc3ccc(OC)cc3c2C)CC1	3	.	-1	2	0	9	5	-9
COc1ccc(NC(=O)Nc2ccc3c(c2)C(=O)N([C@@H](C)CO)C[C@H](C)[C@H](CN(C)S(=O)(=O)c2ccc(F)cc2)O3)cc1	.	-14	-3	-9	0	9	1[16.7 µM]	.
COc1cc(CNn2nnnc2N)ccc1OCc1c(Cl)cccc1Cl	.	.	0	-13	2	7	-17	.

The results go on:
SMILES	ERAP1 inh	E-selectin induc	Cneo AK release	PGC1a acetyl inh	PglD inh	RAD54 inh	miR122 inh	RAD52 inh
NNc1nc2c(Cl)c(Cl)ccc2s1	.	-0.2	0	0	-3	6	18	.
O=C(NNc1ccc([N+](=O)[O-])cc1[N+](=O)[O-])c1ccco1	.	.	0	5	-4	7	-6	.
CC(C)NC(=O)c1onc(CSc2ccc(Cl)cc2)c1C(=O)NC(C)C	.	-0.3	5	.	-1	1	-15	.
Cn1c2c(c(=O)n(C)c1=O)C(c1ccc(O)cc1)Nc1ccccc1O2 (stereo not given)	.	.	0	1	-10	13	-5	.
C[C@H]1CN([C@@H](C)CO)C(=O)c2cc(C#CC3CCCCC3)cnc2O[C@@H]1CN(C)C(=O)c1ccncc1	1	-0.1	9	-1	2	-4	-3[16.7 µM]	-12
COc1ccc(/C=N/OCc2ccc(Br)cc2)c(OC)c1	-1	0.3	-1	.	-2	4	.	2
CCOC(=O)C1=C(C)NC(SCC(N)=O)=C(C#N)C1c1ccncc1 (stereo not given)	-3	.	1	6	-5	-13	2	-4
CN(C)CC(=O)N1CC2(C1)[C@@H](c1ccccc1)[C@@H](CO)N2S(C)(=O)=O	0	0.5	.	-7	.	.	.	-5
Cc1ccc(-n2c(Cn3cnc4ccccc43)nnc2SCC(=O)O)cc1	.	.	1	-8	-5	-6	1	.
COc1ccc(CCN(C)C(=S)NC(=O)c2ccc(F)cc2Cl)cc1OC	0	0.0	.	-5	.	.	.	13
Cc1cccc(NC(=O)CSc2nc(=O)n(CCCN3CCOCC3)c3c2CCCC3)c1	-1	.	0	4	-2	-6	3	-2
O=C(CSc1nc2ccccc2[nH]1)NC(=O)NCc1ccco1	.	.	0	-15	5	11	2	.
Cn1c(CSc2ncccn2)nnc1SCC(=O)N1CCCC1	-3	-0.1	0	-8	2	3	2	-6
Cc1ccccc1-n1c(SCC(=O)N/N=C/c2c(C)nn(-c3ccccc3)c2C)nc2ccccc2c1=O	2	-0.4	1	-4	2	-4	-7	-15
C[C@@H]1CN([C@H](C)CO)C(=O)c2ccccc2-c2ccccc2CO[C@@H]1CN(C)C(=O)Nc1ccc2c(c1)OCO2	0	-2.8	-2	-4	-2	3	.	-5
COc1ccccc1N(CC(=O)NCc1ccccc1)S(C)(=O)=O	.	.	15	-4	2	-7	0	.
CCCC#Cc1cnc2c(c1)C(=O)N([C@@H](C)CO)C[C@H](C)[C@H](CN(C)C(=O)c1ccc3c(c1)OCO3)O2	0	0.9	38	3	1	8	0[16.7 µM]	-13
N=c1oc2ccc(Cl)cc2cc1C(=O)Nc1ccc(F)cc1	-1	1.4	1	-2	2	-3	23	-25
C[C@H](NC(=O)c1ccc(C(C)(C)C)cc1)C(=O)N1CCC2(CC1)NCCc1[nH]cnc12	3	.	-2	6	-3	1	-6	-4
O=C(Nc1nc2ccc(Oc3ccccc3)cc2s1)c1cc([N+](=O)[O-])ccc1N1CCOCC1	.	.	3	-8	-7	-1	-6	.

Arranged by value in RAD52 inh (low to high): five of the compounds above
smiles	RAD52 inh
C[C@H]1CN([C@@H](C)CO)C(=O)c2cc(C#CC3CCCCC3)cnc2O[C@@H]1CN(C)C(=O)c1ccncc1	-12
Cn1c(CSc2ncccn2)nnc1SCC(=O)N1CCCC1	-6
Cc1ccc(NC(=S)NC(=O)CC2CC(C)(C)OC2=O)cc1 (stereo not given)	-5
CCC(=O)Nc1ccc2c(c1)C(=O)N(C)[C@H]1CC[C@H](CC(=O)N[C@H](C)c3ccccc3)O[C@H]1CO2	0
COc1ccc(/C=N/OCc2ccc(Br)cc2)c(OC)c1	2

Single records, as listed above.
COc1ccccc1N(CC(=O)NCc1ccccc1)S(C)(=O)=O is listed as ERAP1 inh = .; E-selectin induc = .; Cneo AK release = 15; PGC1a acetyl inh = -4; PglD inh = 2; RAD54 inh = -7; miR122 inh = 0; RAD52 inh = .
C[C@@H]1CN([C@H](C)CO)C(=O)c2ccccc2-c2ccccc2CO[C@@H]1CN(C)C(=O)Nc1ccc2c(c1)OCO2 is listed as ERAP1 inh = 0; E-selectin induc = -2.8; Cneo AK release = -2; PGC1a acetyl inh = -4; PglD inh = -2; RAD54 inh = 3; miR122 inh = .; RAD52 inh = -5

Going on with the list.
SMILES	ERAP1 inh	E-selectin induc	Cneo AK release	PGC1a acetyl inh	PglD inh	RAD54 inh	miR122 inh	RAD52 inh
CO[C@H]1CN(C)C(=O)c2ccc(NC(=O)C3CC3)cc2OC[C@H](C)N(CC2CCOCC2)C[C@H]1C	0	0.2	-6	5	-1	7	15[16.7 µM]	2
CC(=O)Oc1ccc(-c2ccc(C(=O)NCCc3ccc(S(N)(=O)=O)cc3)cc2)cc1	-1	.	-4	7	2	-19	1	-23
COc1ccc(C(=O)N2CCCc3ccccc32)cc1Br	6	-0.1	1	20	4	0	1	-9
Cc1ccc(NC(=O)CSc2nc3c(c(=O)[nH]2)CCCC3)cc1C	1	.	-3	-8	1	1	-4	-15
CCOC(=O)CN1NC2(CCCCC2)NC1=S	.	.	2	3	1	-9	1	.
O=C1NN=C(CSc2n[nH]c(=S)s2)CS1	3	-0.1	.	5	.	.	.	-16
O=C(Cc1ccccn1)NCC[C@@H]1CC[C@@H](NC(=O)CN2CCOCC2)[C@@H](CO)O1	0	-0.2	-3	9	0	-1	.	-16
CC(=O)N1CCCc2cc(S(=O)(=O)Nc3ccc(C)cc3C)ccc21	1	.	1	3	6	9	25	-3
CC(NS(=O)(=O)c1ccccc1)C(c1cccs1)N1CCN(c2ccccc2)CC1 (stereo not given)	.	.	-2	-11	1	5	-5	.
O=C(c1ccccc1)c1ccc(C(=O)N2CCN(c3ccc(O)cc3)CC2)cc1	0	-0.1	2	6	-1	2	7	-1
NC(=O)c1cccnc1Oc1ccccc1	.	0.2	-1	-4	5	-8	-3	-8
CN1C[C@H]2[C@@H](c3ccccc31)[C@H](CO)N2Cc1ccccc1F	1	-0.1	-5	-6	6	-9	39[16.7 µM]	-17
N#CCSc1nnc(-c2ccc(S(=O)(=O)N3CCOCC3)cc2)n1CC1CCCO1 (stereo not given)	.	.	0	11	-4	-3	-6	.
COc1ccc(S(=O)(=O)Nc2ccc3c(c2)C(=O)N([C@H](C)CO)C[C@@H](C)[C@H](CN(C)C(=O)C2CCCCC2)OCCCC[C@@H](C)O3)cc1	2	-0.1	0	-2	-1	0	-17[16.7 µM]	9
CCCCOc1ccc(C2=CSC3=NCCN23)cc1[N+](=O)[O-]	2	.	12	-6	2	12	9	-3
COC(=O)[C@H](CCSC)NC(=O)NCc1ccc(S(N)(=O)=O)cc1	.	.	-2	8	-3	3	1	.
COc1ccc(C2CC(c3ccc(C(F)(F)F)cc3)=NN2c2ccc(S(N)(=O)=O)cc2)cc1 (stereo not given)	.	3.9	0	-8	8	7	-1	-15
COc1cc(C(=O)N2CCN(S(=O)(=O)c3ccc(C)cc3)CC2)ccc1OCc1c(C)noc1C	.	.	-3	-12	1	0	-2	.
COc1ccc(NC(=O)N(C)C[C@@H]2Oc3c(cccc3N(C)C)C(=O)N([C@@H](C)CO)C[C@H]2C)cc1	.	.	10	5	39	-3	5[16.7 µM]	8
CN1C(=O)C(C)(C)c2cc(S(=O)(=O)NCC(=O)NCc3ccccc3)ccc21	.	.	0	-13	-1	-8	-2	.
Cc1noc(C)c1S(=O)(=O)Nc1ccc2c(c1)C(=O)N([C@@H](C)CO)C[C@@H](C)[C@H](CN(C)C(=O)Nc1ccc(C(F)(F)F)cc1)O2	0	-2.9	5	3	-1	9	4[16.7 µM]	-3
CN(CCc1ccccn1)C(=O)c1cccnc1Oc1ccccc1	.	.	0	2	1	-8	-3	-7
